# PTHR1 agonist: agonists of human PTHR1 parathyroid hormone receptor. Q03431. Potency, µM (titrated, usually from 115 µM), without a hit: top-dose activation, usual class: activators. AID 743266. actives 0.075% (n = 410,000). HEK293 GP2 PTHR1 cells, GloSensor cAMP luminescence, 1 h; active = well fitted activation curve with a large enough effect; inconclusive = small, poorly fitted or top-dose-only effect, or another doubt; inactive = no such curve, though single readings can be large or run the other way; note: potency is the fitted concentration of half-maximal effect; nearly all actives have a fitted effect of over 55% in size; some results filed as inactive show a strong effect at the top dose; inactives centre near -15; many of its hits are not listed in these tables
# Target sequence (Q03431 whole entry, looked up): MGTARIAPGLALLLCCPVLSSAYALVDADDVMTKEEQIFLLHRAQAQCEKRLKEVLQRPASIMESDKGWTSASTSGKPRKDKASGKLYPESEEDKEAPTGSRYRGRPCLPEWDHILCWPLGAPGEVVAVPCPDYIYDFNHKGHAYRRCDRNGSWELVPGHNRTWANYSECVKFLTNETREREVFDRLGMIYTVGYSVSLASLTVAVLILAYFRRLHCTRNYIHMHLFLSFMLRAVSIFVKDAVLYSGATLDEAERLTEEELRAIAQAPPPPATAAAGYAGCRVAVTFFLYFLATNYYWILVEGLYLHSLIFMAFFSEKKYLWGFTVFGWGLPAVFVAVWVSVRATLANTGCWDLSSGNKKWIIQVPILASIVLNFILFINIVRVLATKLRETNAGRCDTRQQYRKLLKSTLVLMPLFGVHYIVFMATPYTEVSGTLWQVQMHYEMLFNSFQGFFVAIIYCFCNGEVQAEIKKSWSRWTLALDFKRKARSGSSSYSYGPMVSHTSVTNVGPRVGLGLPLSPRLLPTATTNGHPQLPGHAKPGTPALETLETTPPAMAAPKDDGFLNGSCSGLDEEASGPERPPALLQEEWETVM
#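 HEK-293-derived GP2 cells expressing PTHR1 and a GloSensor cAMP reporter, 3,000/well, plated overnight, given luciferin plus IBMX (each 0.5 mM as added) for 1 h at 37 °C, then compound for 1 h at 37 °C. Luminescence was read after 15 min at room temperature.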
# DRD3 agonist: activates the human D3 dopamine receptor; max activation, %; P35462; D3R DiscoveRx beta-arrestin cells, luminescence, 90 min; actives 0.58% (n = 410,000); in the data active = max activation above about 30%; note: 0% is about no effect; mostly tested at two doses, the higher about 12 µM
# Target sequence (P35462 whole entry, looked up): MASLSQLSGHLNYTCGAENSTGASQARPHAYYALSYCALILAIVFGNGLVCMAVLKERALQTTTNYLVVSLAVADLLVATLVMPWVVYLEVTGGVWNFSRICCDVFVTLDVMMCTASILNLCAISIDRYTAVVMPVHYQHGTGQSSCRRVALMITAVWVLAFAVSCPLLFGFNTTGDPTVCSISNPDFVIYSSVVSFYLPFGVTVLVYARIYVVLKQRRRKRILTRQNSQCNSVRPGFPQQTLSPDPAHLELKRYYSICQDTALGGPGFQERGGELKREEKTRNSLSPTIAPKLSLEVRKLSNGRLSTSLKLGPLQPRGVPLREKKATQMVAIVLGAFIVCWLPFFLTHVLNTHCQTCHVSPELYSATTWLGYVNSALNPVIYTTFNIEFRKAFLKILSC
#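 Cells at 1500/well, incubated overnight, then treated with pinned compounds (dopamine as control) for 90 min at 37 degrees C. DiscoveRx reagent added for 30 - 60 minutes at room temperature; luminescence read.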
# * hit, by the source's call; i = inactive; ? = inconclusive; [ ] = another dose, or the depositor's remark. A portion of the library (hit frequency here may not be typical).
canonical_smiles,PTHR1 agonist,DRD3 agonist
Cc1ccc(CN(C(=O)COc2ccc([N+](=O)[O-])cc2)c2ccccn2)o1,-19.0%,-0.2
CCOC(=O)c1ccc(NC(=O)c2c(NCc3sccc3C)sc3c2CCC(C)C3)cc1 (stereo unspecified),i,-15.4
Cc1c(C(=O)N2CCC(C)CC2)c(S(=O)(=O)N2CCN(c3ccc(Cl)cc3)CC2)c(C)n1C,i,7.0
CCOc1ccc(CCNC(=O)c2cc3c(=O)n(C)c4ccccc4c3s2)cc1OCC,i,-2.6
COc1ccc(Nc2c(-c3cc(Br)ccc3O)nc3ncccn23)cc1OC,-27.8%,1.6
COc1ccc(NC(=O)c2cc(CN3CCCC3)on2)cc1Cl,i,8.3
CCCCCOc1c(Cl)cc(C(=O)N(Cc2ccc(C)o2)C2CCS(=O)(=O)C2)cc1Cl (stereo unspecified),-12.6%,1.2
Cc1ccc(C(C)C)c(OCC(=O)Nc2nc3c(s2)CCCC3)c1,i,-7.9
NS(=O)(=O)c1ccc2nc(NC(=O)COc3ccccc3)sc2c1,i,-0.8
CCn1c(=O)cc(OCC(=O)N2CCN(c3ccc(C(C)=O)cc3)CC2)c2ccccc21,i,-16.2
CCc1ccc(NC(=O)CN2C(C(=O)OC)=C(c3ccccc3)c3ccccc3S2(=O)=O)cc1,i,8.8
COc1ccc(OC)c(CNS(=O)(=O)c2ccc3c(c2)oc(=O)n3C)c1,-16.8%,-11.0
CCN(CC)c1cc(C)c2cc(NC(=O)c3cc(OC)cc(OC)c3)ccc2n1,-0.1%,0.4
CCOc1ccc(NCc2cccn2-c2nnc(N3CCC(C(=O)NCC(C)c4ccccc4)CC3)s2)cc1 (stereo unspecified),-26.9%,-13.5
Cc1ccccc1-c1nnc(C2CCN(S(=O)(=O)c3ccc(Cl)cc3)CC2)o1,i,-2.2
CCOC(=O)c1ccc(Nc2nc3ccccc3nc2NS(=O)(=O)c2ccc(Cl)cc2)cc1,-39.0%,8.1
COc1ccc(-c2nc3c(C#N)c[nH]n3c2NC2CCCCC2)cc1,i,-8.8
COc1ccc(CNC(=O)c2cc(Nc3ccc(OC)cc3OC)nc3ccccc23)cc1,-6.0%,-0.2
CC(=O)c1ccc(NC(=O)c2nc(-c3ccc(C)cc3)n3c2CCCCC3)cc1,i,-6.5
Cc1cc(C)cc(NC(=O)Cn2nnc(-c3nc(-c4ccncc4)no3)c2N)c1,i,-20.0
COc1ccccc1-c1nn(CCC(=O)Nc2cccc(C(C)=O)c2)c2nc(C)cc(C)c12,-10.4%,3.0
COc1cccc(C(=O)NCC(c2ccc(N(C)C)cc2)N2CCOCC2)c1OC (stereo unspecified),?,3.8
CC1=C(c2ccc(C)c(C)c2)S(=O)(=O)N=C1N1CCC(C(=O)NCc2ccc(C)o2)CC1,-5.4%,0.4
CCCN(Cc1cccs1)C(=O)Nc1ccc(OCC)cc1,-65.1%[inhibitor],1.4
O=C(Cn1c(-c2cccs2)cc2cc(F)ccc21)NCCCN1CCN(c2ccccc2F)CC1,-60.4%[inhibitor],27.8
Cc1cc(Nc2ccc(Br)c(C)c2)n2nc(-c3ccco3)nc2n1,-9.2%,2.4
CCOC(=O)C(=O)Nc1nnc2n1CCS2,i,2.7
Cc1c(Cl)ccc2sc(N3CCN(C(=O)c4ccco4)CC3)nc12,-18.4%,21.2
CCc1ccc(N(C)S(=O)(=O)c2ccc3[nH]cc(C(=O)NCC4CCCO4)c(=O)c3c2)cc1 (stereo unspecified),-34.5%[inhibitor],3.9
CCCCn1nc(NC(=O)c2cccc(Cl)c2)c2cc3ccccc3nc21,-16.7%,-7.9

# Fetched by compound from the entries so far:
canonical_smiles,PTHR1 agonist,DRD3 agonist
CCOC(=O)c1ccc(Nc2nc3ccccc3nc2NS(=O)(=O)c2ccc(Cl)cc2)cc1,-39.0%,8.1
CCN(CC)c1cc(C)c2cc(NC(=O)c3cc(OC)cc(OC)c3)ccc2n1,-0.1%,0.4
NS(=O)(=O)c1ccc2nc(NC(=O)COc3ccccc3)sc2c1,i,-0.8
CCc1ccc(NC(=O)CN2C(C(=O)OC)=C(c3ccccc3)c3ccccc3S2(=O)=O)cc1,i,8.8
CCOC(=O)c1ccc(NC(=O)c2c(NCc3sccc3C)sc3c2CCC(C)C3)cc1 (stereo unspecified),i,-15.4
COc1ccc(-c2nc3c(C#N)c[nH]n3c2NC2CCCCC2)cc1,i,-8.8
COc1cccc(C(=O)NCC(c2ccc(N(C)C)cc2)N2CCOCC2)c1OC (stereo unspecified),?,3.8

# More records follow:
canonical_smiles,PTHR1 agonist,DRD3 agonist
CCc1ccc(N2CCn3c2nc2c3c(=O)n(CCc3ccccc3)c(=O)n2C)cc1,50.1µM*,-0.5
O=c1c2oc3ccccc3c2n(Cc2cccc(C(F)(F)F)c2)c(=O)n1Cc1ccc2c(c1)OCO2,i,15.8
COc1ccc2c(c1)c1c(c(=O)n(Cc3ccccc3)c(=O)n1Cc1cccc(Cl)c1)n2C,-23.7%,-12.7
Cc1ccccc1Nc1c(-c2cc(Br)ccc2F)nc2ccccn12,13.7%,-7.8
COc1ccc(NC(=O)c2nnn(CC(=O)Nc3c(C)cc(C)cc3C)c2N)cc1OC,i,2.5
CCc1cccc(C)c1NS(=O)(=O)c1ccc2c(c1)CC(C)N2C(=O)C1CC1 (stereo unspecified),-3.5%,6.6
O=C(CC1N=C2c3ccccc3N=C(SCc3cccc(F)c3)N2C1=O)NCc1cccs1 (stereo unspecified),-4.7%,2.8
CCN(CC)c1ccc(C(=O)NCc2ccc3c(c2)CCN3C(=O)c2ccccc2)cc1,-6.2%,7.3
Cc1ccc(C(=O)Nc2cccc(-c3nc4ccccc4o3)c2)c(Cl)c1,i,9.8
Cc1ccc(NC(=O)C(=O)NCC(c2ccc3c(c2)OCO3)N2CCN(c3ccccc3)CC2)cc1 (stereo unspecified),-10.8%,4.5
CCN(CCCNC(=O)c1cc2c(=O)n(C)c3ccccc3c2s1)Cc1ccccc1,i,-10.7
CC(C)C1C(=O)Nc2ccc(S(=O)(=O)NCCc3ccc(Cl)cc3)cc21 (stereo unspecified),-28.7%,-7.6
Cc1ccc(CSc2nc3cccnc3n2Cc2ccc(C(=O)NCCc3ccccc3)cc2)cc1,i,0.0
COc1ccc(S(=O)(=O)N(Cc2nc(-c3ccccc3)no2)C2CCCCC2)cc1,-16.7%,14.7
COC(=O)c1cc2oc3ccccc3c2n1Cc1nc(-c2ccc(OC)cc2)oc1C,i,-4.5
Cc1ccc(-n2ncc3c(NC4CCCCCC4)ncnc32)cc1Cl,-44.8%[inhibitor],-4.1
Cc1ccc(NC(=O)C(=O)NCC(c2cccnc2)N2CCN(C)CC2)cc1 (stereo unspecified),-19.5%,-6.6
Cc1cc(C)n(-c2nnc(Nc3ccc(C)c(C)c3)c3ccccc23)n1,i,0.2
O=C(Nc1ccccc1OCc1cc(=O)n2ccccc2n1)Nc1ccccc1C(F)(F)F,-38.6%[inhibitor],-20.6
CC1CCN(c2ccc(-c3cccc(NS(=O)(=O)c4ccc(Cl)s4)c3)nn2)CC1,-19.3%,-3.0
O=C(Nc1cccc(C(=O)OCc2cc(=O)n3nc(C4CC4)sc3n2)c1)c1ccccc1,-23.0%,-22.1
CCN(CC)C(=O)Cn1c(=O)n(-c2ccc(C)c(C)c2)c(=O)c2c3c(sc21)CCCCC3,-96.2%[inhibitor],0.9
COc1ccc(CCNC(=O)c2ccc3c(c2)CCN3S(=O)(=O)c2ccc(C)cc2)cc1OC,i,4.4
CC(C)c1ccc(NC(=O)C(NS(=O)(=O)c2ccc3c(c2)CCC(=O)N3)c2ccccc2)cc1 (stereo unspecified),-12.0%,-6.1
COc1ccccc1NC(=O)CCN1CCC(C(N)=O)CC1,-21.0%,-17.4
COc1ccc(Cl)cc1CNCCSc1nnnn1C,i,-7.9
COc1ccc(-c2nnc(SCC(=O)NC3CCCCC3)nc2-c2ccc(OC)cc2)cc1,i,-8.3
COc1ccccc1NC(=O)c1sc2nc3c(cc2c1N)CN(Cc1ccccc1)CC3,-42.3%[inhibitor],-8.7
COc1ccc(-c2nnc(SCC(=O)Nc3ccc(F)cc3)s2)cc1,i,-8.7
Cc1ccc(-n2nc(C)c3c(C(F)(F)F)cc(-c4cccnc4)nc32)cc1C,8.7%,13.8
O=C1CN(C(=O)COc2ccccc2)C(c2ccc(F)cc2)c2cc(Br)ccc2N1 (stereo unspecified),-11.8%,2.4
COc1cc2c(-c3cccc(Cl)c3)nc3c(c(C)nn3-c3ccccc3)c2cc1OC,3.2%,9.9
CCc1ccccc1NC(=O)C1CCN(c2nc3ccccc3[nH]2)CC1,i,2.1
COC(=O)c1cc2oc3ccccc3c2n1CC(=O)Nc1ccc(N(C)C)cc1,-10.9%,-4.7
CCOc1ccc(NC(=O)CSc2nnc3c(C)cc4ccccc4n23)cc1,-23.9%,-8.8
COc1ccc(CNC(=O)CC2N=C3c4ccccc4N=C(SCC(=O)Nc4ccc(C(C)C)cc4)N3C2=O)cc1 (stereo unspecified),18.0%,-21.7
COc1cc(NS(=O)(=O)c2ccc(NC(=O)c3ccc(OC)c(Br)c3)cc2)nc(OC)n1,i,4.4
COC(=O)c1c(NC(=O)c2ccc(S(=O)(=O)N3CCCCC3)cc2)sc2c1CCN(C)C2,-15.7%,-4.6
CCOc1cccc(C(=O)N(Cc2ccc(CC)cc2)C2CCS(=O)(=O)C2)c1 (stereo unspecified),i,-7.8
Cc1cccc(NC(=O)CSc2nc(-c3ccccc3)cn2-c2ccccc2)c1C,-10.9%,-0.3
CN1C(=O)Cc2cc(S(=O)(=O)CCC(=O)Nc3ccc(Cl)c(C(F)(F)F)c3)ccc21,-31.0%[inhibitor],-10.7
Cc1ccc(-c2nc(CNC(=O)NC3CCCCC3)c(C)o2)cc1,-6.8%,8.1
Cc1nc2ccn(Cc3cccs3)c(=O)c2cc1C(=O)Nc1ccccc1,-16.9%,-18.7
COc1ccc(Nc2c3c(nc4ccc(NC(=O)/C=C/c5cccc(OC)c5OC)cc24)CCCC3)cc1OC,i,-21.0
Cc1ccc(C)c(S(=O)(=O)c2nnn3c2nc(NCc2ccc4c(c2)OCO4)c2sccc23)c1,-2.9%,11.6
CCOC(=O)CNC(=O)CSc1cn(CC(=O)N2CCCCCC2)c2ccccc12,-10.5%,-8.4
COc1ccc(NC(=O)CSc2nc3c([nH]c4ccccc43)c(=O)n2-c2ccccc2)c(OC)c1,i,8.1
Cc1ccc(S(=O)(=O)c2nc(S(C)(=O)=O)sc2NCc2ccccc2)cc1,i,-13.4
Cc1cccc(Nc2ncnc3c2cnn3C)c1C,?,5.8
CCC(Cc1ccccc1)NC(=O)Cn1nc(C)n2c(cc3occc32)c1=O (stereo unspecified),i,-16.7
COc1ccccc1C1C=C(c2ccc(C(C)C)cc2)Nc2nnnn21 (stereo unspecified),-35.4%,-8.6
Cc1ccc(-c2nnn(CC(=O)N(CC(=O)NCCC(C)C)c3ccc(F)cc3)n2)cc1,-32.5%[inhibitor],1.8
CCOC(=O)CNc1ncnc2c1nnn2C,16.2%,-10.0
COc1ccccc1Nc1nn2c(=O)c3ccc(C(=O)NCCc4ccccc4)cc3nc2s1,?,-12.2
CCOc1ccccc1NS(=O)(=O)c1ccc2[nH]c3c(c2c1)CCCCC3,-7.8%,-3.5
COc1ccc2nc(N3CCN(C(=O)c4ccco4)CC3)sc2c1,-28.3%,6.2
O=C(CC1C(=O)OCCN1Cc1ccccc1)Nc1cccc(C(F)(F)F)c1 (stereo unspecified),-36.6%[inhibitor],-7.5
COC(=O)c1ccccc1NC(=O)Cn1cnc2sc(C)c(S(=O)(=O)N3CCC(C)CC3)c2c1=O,i,-8.0
Cc1ccc2c(c1)cc(C(=O)Nc1ccccc1C)n2C,i,-18.3
Cc1ccc(CN2C(=O)SC(Nc3ccccc3)C2=O)cc1 (stereo unspecified),-28.8%,2.4

# The listing continues.
canonical_smiles,PTHR1 agonist,DRD3 agonist
CCn1c(=O)c2cc(C(=O)NCCCN3CCN(c4ccc(F)cc4)CC3)sc2c2ccccc21,-8.6%,-13.3
CCn1cc(C(=O)OCC(=O)Nc2ccc(F)cc2F)c(=O)c2ccc(C)nc21,-11.8%,-17.4
Cc1c(C(=O)N2CCOCC2)oc2c1-c1nn(CC(=O)NCc3cccc(F)c3)cc1CC2,-10.6%,8.2
Cc1ccc(NC(=O)c2cn3c4c(ccc(Cl)c4c2=O)OC(C)C3)cc1C (stereo unspecified),i,-12.7
CC(C)(C)CC(C)(C)c1ccc(OCC(=O)Nc2ccc(S(=O)(=O)Nc3ncccn3)cc2)cc1,i,22.5
COCCCNC(=O)C1CCCN(c2ncnc3onc(C)c23)C1 (stereo unspecified),-32.7%,18.4
O=C(CSc1nnc(-c2cccs2)o1)Oc1ccccc1Cl,-24.7%,1.0
CCN(CC)S(=O)(=O)c1ccc2c(c1)N(CC(=O)Nc1ccc(F)cc1)C(=O)CO2,i,-2.9

# Screening results (PubChem)
